MLLE-PAM2 inh – inhibitors of microRNA-mediated deadenylation, human PABP1 MLLE binding. P11940. GST-MLLE / FITC-PAM2 fluorescence polarization. inhibition, % at 20 µM. actives 0.36% (n = 360,000). AID 588489; in the data active means inhibition above about 35%, passing the limit was not always enough;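 further: plate controls were DMSO wells with GST-MLLE for no effect and wells lacking GST-MLLE protein for full effect; some results filed as inactive read as strong as hits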
MsrA act – activators of bovine methionine sulfoxide reductase A; AID 602163; actives 0.3% (n = 360,000); activation, % at 10.6 µM; purified bovine MsrA, absorbance read-out; in the data active means activation above about 7.5%;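 further: 0% = vehicle and 100% = reference activator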
MT1-MMP act inh – blocks activation of human MT1-MMP. AID 651647. P50281. GFP/RFP ratio change, % at 20 µM. actives 0.061% (n = 360,000). HT1080 RFP-PRO-GFP cells, GFP/RFP ratio fluorescence, overnight; percent of plate control window, DMSO zero;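 active means GFP/RFP ratio change of at least 30% with cell ATP level not reduced by more than half and red fluorescence within 50% of control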; further: strong numbers were not always called active
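Material – HT1080 RFP-PRO-GFP cells · Control set – DMSO wells and RFP-L50D-GFP cells · Incubation – overnight cell settling, then overnight compound exposure, 37 °C, 5% CO2 · Compound dosing – single-point 20 µM compound, 1% DMSO · Read-out – GFP/RFP fluorescence ratio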
E coli Lon inh – E. coli protease La inhibition. P0A9M0. purified E. coli Lon protease, fluorescence polarization. inhibition, % at 7.94 µM. actives 0.42% (n = 360,000). AID 602123; in the data active means inhibition above about 13%, passing the limit was not always enough;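 further: 0% = enzyme with probe and DMSO and 100% = no enzyme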
Neddylation inh – cullin neddylation inhibition. actives 0.58% (n = 360,000). TR-FRET cullin neddylation, biochemical. P61081+Q13564. calls only at 25 µM. AID 651699; in the data active means inhibition above about 36%
SKN-1 inh – C. elegans SKN-1 inhibition; inhibition, % at 21.8 µM; C. elegans VP596 Pgst-4::GFP/RFP ratio, acrylamide-induced, 24 h; AID 624304; actives 0.49% (n = 360,000);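 active means interference check ratio from 0.5 to 1.5 plus GFP to RFP signal ratio inhibition reaching or exceeding a fixed threshold, cut at about 30% in these data, passing the limit was not always enough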; further: some compounds called inactive have numbers as strong as hits
FAS TE block – inhibitors of human fatty acid synthase thioesterase domain; P49327; recombinant FAS-TE, OMFH fluorogenic substrate, fluorescence endpoint; inhibition, % at 15 µM; actives 0.67% (n = 360,000); AID 602261;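 active means compounds whose normalised, plate-corrected inhibition of enzyme fluorescence in the single-dose primary screen is 50% or more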;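 further: 0% = DMSO with enzyme and 100% = substrate without enzyme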
CendR NRP1 mod – NRP-1/CendR interaction modulation; inhibition, % at 25 µM; actives 0.85% (n = 360,000); FAM-RPARPAR peptide binding to NRP-1, fluorescence polarization; O14786;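 active means inhibition or corrected inhibition above about 18%, plus a signal ratio from 0.5 to 1.5, limit read from the data, passing the limit was not always enough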; further: strong numbers were not always called active
Rin1 Abl inh – human Rin1-Abl interaction inhibition. P00519+Q13671. TR-FRET Rin1/Abl binding, biochemical. inhibition, % at 7.35 µM. actives 0.4% (n = 360,000). AID 588664; in the data active means inhibition above about 5%, passing the limit was not always enough
Target sequence (P00519 whole entry, looked up): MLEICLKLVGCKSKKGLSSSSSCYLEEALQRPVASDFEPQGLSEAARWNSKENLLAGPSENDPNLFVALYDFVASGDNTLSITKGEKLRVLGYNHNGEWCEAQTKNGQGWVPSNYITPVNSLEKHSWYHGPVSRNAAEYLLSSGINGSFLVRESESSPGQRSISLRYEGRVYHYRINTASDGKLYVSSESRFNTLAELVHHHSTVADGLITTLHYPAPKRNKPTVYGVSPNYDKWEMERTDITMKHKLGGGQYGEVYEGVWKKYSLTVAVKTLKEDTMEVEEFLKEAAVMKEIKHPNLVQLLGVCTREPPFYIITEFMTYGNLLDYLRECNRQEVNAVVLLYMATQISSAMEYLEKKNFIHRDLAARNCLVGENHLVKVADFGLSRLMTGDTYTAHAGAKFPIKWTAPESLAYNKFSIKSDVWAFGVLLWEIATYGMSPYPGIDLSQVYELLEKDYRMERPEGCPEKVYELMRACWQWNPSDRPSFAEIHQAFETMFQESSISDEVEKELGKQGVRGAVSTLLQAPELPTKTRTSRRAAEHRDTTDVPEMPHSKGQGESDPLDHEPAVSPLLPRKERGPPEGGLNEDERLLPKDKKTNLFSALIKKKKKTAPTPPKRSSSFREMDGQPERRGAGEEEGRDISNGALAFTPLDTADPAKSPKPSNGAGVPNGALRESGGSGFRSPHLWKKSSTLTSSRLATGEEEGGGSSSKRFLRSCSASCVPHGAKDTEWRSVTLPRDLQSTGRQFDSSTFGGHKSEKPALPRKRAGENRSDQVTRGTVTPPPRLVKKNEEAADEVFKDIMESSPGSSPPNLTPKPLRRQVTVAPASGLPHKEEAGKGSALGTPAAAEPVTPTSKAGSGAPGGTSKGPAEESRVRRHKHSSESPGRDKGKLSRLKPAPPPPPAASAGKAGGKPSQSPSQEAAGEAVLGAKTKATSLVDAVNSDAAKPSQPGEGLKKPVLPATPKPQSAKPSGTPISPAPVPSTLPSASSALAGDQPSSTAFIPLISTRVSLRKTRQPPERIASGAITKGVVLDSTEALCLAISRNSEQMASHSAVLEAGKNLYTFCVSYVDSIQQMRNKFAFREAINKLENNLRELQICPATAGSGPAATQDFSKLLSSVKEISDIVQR
Target sequence (Q13671 whole entry, looked up): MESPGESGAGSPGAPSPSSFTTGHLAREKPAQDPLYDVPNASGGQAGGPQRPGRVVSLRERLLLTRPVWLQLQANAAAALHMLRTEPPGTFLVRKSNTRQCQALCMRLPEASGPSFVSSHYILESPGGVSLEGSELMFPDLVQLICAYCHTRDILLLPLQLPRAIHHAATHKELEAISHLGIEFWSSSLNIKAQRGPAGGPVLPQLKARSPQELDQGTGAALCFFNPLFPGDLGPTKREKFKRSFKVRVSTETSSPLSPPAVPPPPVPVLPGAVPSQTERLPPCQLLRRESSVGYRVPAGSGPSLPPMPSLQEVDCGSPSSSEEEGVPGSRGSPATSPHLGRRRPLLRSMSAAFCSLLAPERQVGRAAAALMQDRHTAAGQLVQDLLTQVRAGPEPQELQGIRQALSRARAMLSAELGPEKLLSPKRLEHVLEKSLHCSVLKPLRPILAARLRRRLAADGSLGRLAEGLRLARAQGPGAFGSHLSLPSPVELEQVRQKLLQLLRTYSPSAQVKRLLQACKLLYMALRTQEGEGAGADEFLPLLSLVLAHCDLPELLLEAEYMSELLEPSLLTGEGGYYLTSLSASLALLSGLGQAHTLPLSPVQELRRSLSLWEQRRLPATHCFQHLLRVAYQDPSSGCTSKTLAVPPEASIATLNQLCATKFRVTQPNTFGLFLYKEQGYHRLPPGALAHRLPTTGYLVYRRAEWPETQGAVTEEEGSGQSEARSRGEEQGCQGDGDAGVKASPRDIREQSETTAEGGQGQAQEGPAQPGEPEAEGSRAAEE
Starred values were filed as active, the others as inactive; i = inactive; x = not tested or not shown.

SMILES | MLLE-PAM2 inh | MsrA act | MT1-MMP act inh | E coli Lon inh | Neddylation inh | SKN-1 inh | FAS TE block | CendR NRP1 mod | Rin1 Abl inh
C/C(=C(\C#N)C(=O)NCCN1CCOCC1)N(C)C | -2 | -12 | 1 | -1 | i | 1 | -13 | -4 | 5
CC1Cc2c([nH]c3ccccc23)C2c3ccccc3CN12 (configuration not stated) | -8 | 0 | -9 | -22 | i | 15 | -7 | -8 | -1
Cc1ccccc1S(=O)(=O)NC(=O)C1(C)CCN1C(=O)Cc1cccs1 (configuration not stated) | 11 | -2 | 0 | 8 | i | 13 | -6 | -10 | -3
CCCn1nc(C(=O)NNC(=O)c2cc(S(=O)(=O)NC)ccc2Br)c2ccccc2c1=O | -5 | -7 | -4 | -1 | i | -1 | -1 | -8 | 3
Cc1nn(CC(=O)Nc2ccc(C(C)C)cc2)c(C)c1[N+](=O)[O-] | -8 | -4 | 4 | -4 | i | -2 | 8 | 9 | -3
COc1cccc(NC(=S)N2CCn3c(nc4ccccc43)C2)c1 | -71 | -2 | 3 | 0 | i | -1 | -2 | 4 | -8
COc1cc2ccc(-c3ccc4ccccc4n3)cc2cc1OC | -17 | -5 | 1 | -5 | x | 1 | 8 | -15 | 1
C=CCC(NCc1ccccc1)c1ccc(Cl)cc1 (configuration not stated) | -3 | -8 | 3 | 2 | i | 12 | 7 | 6 | -1
COc1ccc(NS(=O)(=O)c2cc3c(cc2C)N(C(C)=O)CCO3)cc1 | 14 | -1 | -1 | -8 | i | -9 | -1 | 2 | -3
CS(=O)(=O)c1ccc(-c2nnn(CC(=O)N3CCCCC3)n2)cc1 | 4 | -1 | -3 | -4 | i | 11 | -8 | 1 | -2
Cc1ccc(/C=C(\NC(=O)c2ccccc2)C(=O)NC2CCN(Cc3ccccc3)CC2)o1 | -13 | -4 | 0 | -15 | i | 3 | -6 | -6 | 4
CC1C=CCC2C(=O)N(c3cccc(C(=O)N4CCN(c5ccc(F)cc5)CC4)c3)C(=O)C12 (configuration not stated) | 11 | -4 | -9 | -3 | i | 4 | 6 | -3 | -1
CC(=O)N1C(C(=O)O)CSC1c1ccc(C)cc1 (configuration not stated) | 12 | 0 | 1 | 12 | i | 7 | -4 | 0 | -3
COc1cccc(N(C(=O)Cn2nnc(-c3ccc(Cl)cc3)n2)C(C(=O)NCC2CCCO2)c2ccc(C)cc2)c1 (configuration not stated) | 11 | -1 | 0 | -12 | i | 6 | -2 | 3 | 1
C[C@H](CO)N1C[C@H](C)[C@@H](CN(C)C(=O)NC2CCCCC2)Oc2c(NC(=O)Nc3ccc4c(c3)OCO4)cccc2C1=O | 2 | -3 | 2 | -6 | i | 5 | 82* | -14 | -4
O=C(Nc1ccccc1)NC1(C(=O)N2CCN(c3ncccn3)CC2)CCCCC1 | -1 | 7 | -6 | -6 | i | -2 | 0 | 13 | -1
Cc1cccc(-c2cc3nc(-c4ccccc4)cc(N4CCC5(CC4)OCCO5)n3n2)c1 | -6 | -15 | -8 | -6 | i | -24 | 33 | 3 | -2
Cc1ccc(NC(=O)Cn2nnc(-c3ccccc3NC(=O)c3cccs3)n2)cc1 | 4 | -4 | 11 | -6 | i | 16 | 5 | -13 | -2
CCC1CCCCN1C(=O)CN1C(=O)CSC1=O (configuration not stated) | 13 | -10 | -4 | -7 | i | -14 | -12 | -5 | 3
Cc1cc(C)cc(S(=O)(=O)c2cnc3ccccc3n2)c1 | -7 | -3 | -6 | -1 | i | 3 | 6 | 6 | -1

Only SKN-1 inh and FAS TE block, for 2 of the compounds above:
Compound | SKN-1 inh | FAS TE block
C/C(=C(\C#N)C(=O)NCCN1CCOCC1)N(C)C | 1 | -13
COc1cc2ccc(-c3ccc4ccccc4n3)cc2cc1OC | 1 | 8

Later entries
SMILES | MLLE-PAM2 inh | MsrA act | MT1-MMP act inh | E coli Lon inh | Neddylation inh | SKN-1 inh | FAS TE block | CendR NRP1 mod | Rin1 Abl inh
CC(C)C(=O)Nc1ccc(Sc2ccc(F)cc2)cc1 | -6 | 5 | 2 | 0 | i | 19 | 15 | 3 | 2
C[C@H](NC(N)=O)C(=O)N1CCN(S(=O)(=O)c2ccc3ccccc3c2)CC1 | -6 | -3 | -3 | 8 | i | -7 | -1 | 17 | 2
O=C1Nc2cc(Cl)ccc2C1(N1CCNCC1)C(F)(F)F (configuration not stated) | -3 | -3 | -31 | 1 | i | 17 | -7 | -2 | -1
O=c1[nH]cc([N+](=O)[O-])cc1Br | -2 | -5 | 21 | 6 | i | -1 | -8 | -11 | -1
O=C(CNS(=O)(=O)c1ccccc1)OCC(=O)c1ccccc1Cl | -12 | 0 | 0 | 2 | i | 9 | -4 | -10 | 1
Cn1c(=O)c(C(=O)CSc2ccccc2)c(N)n(Cc2ccccc2)c1=O | 1 | -12 | -1 | 9 | i | -5 | -3 | 6 | 1
Cc1noc(C)c1C(=O)NCCc1c(C)[nH]c2ccccc12 | 7 | -1 | 0 | -8 | i | -4 | -5 | 0 | 0
Nc1nnc(C(F)(F)F)s1 | -8 | -4 | 0 | 9 | i | 10 | -5 | 5 | -1
Cc1nn(-c2ccc(F)cc2)c2c1cc(C#N)c1nc3ccccc3n12 | 9 | -1 | -5 | -4 | i | 19 | 24 | 6 | 0
COc1ccc(-c2csc(=Nc3ccccc3)n2CCO)cc1 | 10 | 2 | -7 | -7 | i | 2 | -2 | -14 | -3
O=C(COC(=O)/C=C/c1cn(-c2ccccc2)nc1-c1ccc2c(c1)OCCO2)NC1CCS(=O)(=O)C1 (configuration not stated) | -8 | -4 | -7 | -16 | x | 9 | 5 | -17 | 2
CN1CCN(C(=O)CCn2nc(-c3ccccc3)c3ccccc3c2=O)CC1 | -4 | -1 | -2 | -1 | i | 13 | -7 | 1 | 3
Cc1ccc(C#N)c(SCC(=O)Nc2nccs2)n1 | 11 | -4 | 5 | 4 | i | 11 | -4 | 5 | -8
Oc1c(C(c2ccco2)N2CCC3(CC2)OCCO3)sc2ncnn12 (configuration not stated) | 18 | 4 | 6 | -7 | i | 23 | -10 | 5 | -1
Cc1ccc(NC(=O)CCCN2C(=O)c3cccc4cccc(c34)C2=O)cc1 | 8 | -3 | 7 | 4 | i | 10 | -6 | -6 | -3
CCOc1ccc(C(=O)N2CCCN(C(=O)c3ccc(OCC)cc3)CC2)cc1 | 20 | -2 | 1 | 0 | i | 3 | -6 | 1 | 1
CN(C)C(CNC(=O)c1ccc(S(=O)(=O)Nc2ccccc2F)cc1)c1ccco1 (configuration not stated) | -4 | 6 | -1 | -12 | i | 5 | -4 | -12 | -1
O=C(NNC(=O)c1cc2c(s1)CCCC2)c1ccccc1 | 11 | 0 | 1 | -9 | i | -4 | -1 | 11 | -3
CC1(C)OC(C)(C)/C(=C/Nc2ccc(O)cc2)C1=O | 18 | -4 | -6 | 3 | i | 11 | -7 | 13 | 3
COc1ccc(C(CNC(=O)c2ccc(OC)c(S(=O)(=O)N3CCCC3)c2)N2CCCC2)cc1 (configuration not stated) | -13 | -10 | -2 | -16 | i | 7 | -10 | -10 | -1

Given as labelled records: 3 of the compounds above
O=C(NNC(=O)c1cc2c(s1)CCCC2)c1ccccc1
  MLLE-PAM2 inh: 11; MsrA act: 0; MT1-MMP act inh: 1; E coli Lon inh: -9; Neddylation inh: i; SKN-1 inh: -4; FAS TE block: -1; CendR NRP1 mod: 11; Rin1 Abl inh: -3
Cc1ccc(NC(=O)CCCN2C(=O)c3cccc4cccc(c34)C2=O)cc1
  MLLE-PAM2 inh: 8; MsrA act: -3; MT1-MMP act inh: 7; E coli Lon inh: 4; Neddylation inh: i; SKN-1 inh: 10; FAS TE block: -6; CendR NRP1 mod: -6; Rin1 Abl inh: -3
CN(C)C(CNC(=O)c1ccc(S(=O)(=O)Nc2ccccc2F)cc1)c1ccco1 (configuration not stated)
  MLLE-PAM2 inh: -4; MsrA act: 6; MT1-MMP act inh: -1; E coli Lon inh: -12; Neddylation inh: i; SKN-1 inh: 5; FAS TE block: -4; CendR NRP1 mod: -12; Rin1 Abl inh: -1

Further structures follow:
SMILES | MLLE-PAM2 inh | MsrA act | MT1-MMP act inh | E coli Lon inh | Neddylation inh | SKN-1 inh | FAS TE block | CendR NRP1 mod | Rin1 Abl inh
COc1cccc(NC(=O)[C@@H]2CCCN2C(=O)[C@@H]2Cc3ccccc3CN2C(=O)OC(C)(C)C)c1 | -7 | -2 | 1 | -2 | i | 3 | 3 | 2 | 1
Cc1cc(OCC(=O)Nc2cccc(S(=O)(=O)N3CCCCC3)c2)ccc1Cl | -14 | 0 | 11 | 8 | i | 0 | 35 | 7 | 1
Cc1ccccc1NC(=O)CN1C(=O)NC2(CCc3ccccc32)C1=O (configuration not stated) | 15 | -1 | 0 | 7 | i | 15 | -8 | -14 | 1
CCN1C(=O)c2ccc(C(=O)NCc3ccccc3)cc2C1=O | -9 | 1 | -1 | 4 | i | 28 | 9 | 4 | -2
CC(C)c1ncc(C(O)c2ccccc2)n1C (configuration not stated) | 5 | -3 | 3 | -5 | i | -4 | -9 | -14 | -4
O=C(COC(=O)/C=C/c1ccco1)Nc1cc(S(=O)(=O)N2CCOCC2)ccc1Cl | 3 | -10 | 4 | 11 | i | -2 | -3 | 2 | 1
O=C(CCCn1c(=O)c2sccc2n(CC(=O)OCc2ccccc2)c1=O)NCc1ccco1 | 0 | -1 | 1 | -2 | i | -18 | -2 | -14 | -1
Cc1ccc(S(=O)(=O)N2CCOCC2)cc1NC(=O)CN1C(=O)NC(C)(c2ccc(Cl)cc2Cl)C1=O (configuration not stated) | -19 | -3 | 0 | -3 | i | 11 | 8 | -4 | 2
CSc1ccc(Cn2c(C)c(C(=O)NCCC#N)sc2=O)cc1 | -3 | -2 | -4 | -6 | i | -16 | -5 | -5 | -2
CC(=O)Oc1ccc(/C=N/NS(=O)(=O)c2ccccc2)cc1 | -40 | -2 | -8 | -4 | i | 8 | 1 | 8 | -1

Arranged by molar mass (highest first): some entries from above.
SMILES | MLLE-PAM2 inh | MsrA act | MT1-MMP act inh | E coli Lon inh | Neddylation inh | SKN-1 inh | FAS TE block | CendR NRP1 mod | Rin1 Abl inh
Cc1ccc(S(=O)(=O)N2CCOCC2)cc1NC(=O)CN1C(=O)NC(C)(c2ccc(Cl)cc2Cl)C1=O (configuration not stated) | -19 | -3 | 0 | -3 | i | 11 | 8 | -4 | 2
O=C(COC(=O)/C=C/c1ccco1)Nc1cc(S(=O)(=O)N2CCOCC2)ccc1Cl | 3 | -10 | 4 | 11 | i | -2 | -3 | 2 | 1
CSc1ccc(Cn2c(C)c(C(=O)NCCC#N)sc2=O)cc1 | -3 | -2 | -4 | -6 | i | -16 | -5 | -5 | -2

Next part:
SMILES | MLLE-PAM2 inh | MsrA act | MT1-MMP act inh | E coli Lon inh | Neddylation inh | SKN-1 inh | FAS TE block | CendR NRP1 mod | Rin1 Abl inh
CCCCN(CCCC)S(=O)(=O)c1ccc2oc(C(=O)N3CCOCC3)c(C)c2c1 | -10 | 0 | -10 | -2 | i | 0 | 18 | -2 | -1
CC(C)(C)c1ccc(OCC(=O)NNC(=O)c2cccnc2)cc1 | -1 | 3 | 0 | -1 | i | -4 | -1 | 7 | 5
CC(=O)c1cc(C#N)c(N2CCOCC2)nc1C | 5 | -5 | 1 | -7 | i | 7 | -2 | 13 | 1
COc1ccc(C(=O)Nc2nnc(-c3ccccc3)s2)cc1 | -10 | -4 | -1 | -3 | i | -2 | -1 | 0 | 2
